SRC3 TRFRET art: counter-screen for PPARgamma SRC-3 recruitment agonists: TR-FRET artefact; PPARgamma/SRC-3 format; stronger effect = higher value; 0.39% of 99,000 active; TR-FRET ratio at 8 µM; in the data active means TR-FRET ratio above about 2000; further: inactives centre near 1600; reference of the scale not given here
SRC1 TRFRET art: counter-screen for PPARgamma SRC-1 recruitment agonists: TR-FRET artefact; TR-FRET detection artefact counter-screen, emission ratio; stronger effect = higher value; TR-FRET ratio at 8 µM; 0.34% of 99,000 active; AID 1051; in the data active means TR-FRET ratio above about 2300; further: inactives centre near 1800; reference of the scale not given here
* hit, by the source's call.

SMILES	SRC3 TRFRET art	SRC1 TRFRET art
Cc1ccc(N=Cc2cc(Br)cc(Cl)c2O)cc1	1718	1605
O=C1CCCN1c1ccc(S(=O)(=O)N2CCN(c3ccccc3)CC2)cc1	1632	1912
CC(=O)c1sc(NC(=O)COc2ccc(Br)cc2)nc1C	1634	1843
Cc1cc(NC(=O)CN2C(=O)NC3(CCCCC3C)C2=O)no1 (stereo not drawn)	1636	1894
CCCCNc1c([N+](=O)[O-])c(=O)n(C)c2ccccc12	1591	1877
Cc1ccc(C2CCN(C(=S)Nc3cccc(C)c3)C2)cc1 (stereo not drawn)	1413	1476
COCCn1c(SCC(=O)c2ccc(F)cc2)nnc1C(C)C	1697	1678
O=C(Cn1c(=O)c(=O)n(Cc2ccccc2)c2ccc(Cl)cc21)Nc1cccc(F)c1	1906	1635
CCOC(=O)CSc1ccc(S(=O)(=O)N(CC)CC)cc1[N+](=O)[O-]	1365	1601
Nc1[nH]n(-c2ccccc2)c(=O)c1N=Nc1ccc2c(c1)OCCO2	1536	1550
COc1ccnc(Oc2cc(Cl)cc(Cl)c2)c1C#N	1557	1662
OC(CCN1CCCCC1)(c1ccccc1)c1ccccc1	1788	2073
ClCc1csc(-c2ccccc2Cl)n1	2168*	2229
Cc1ccc(C(=O)Nc2cccc(C(=O)NCc3ccccc3)c2)cc1	1721	1660
Cn1nc(C(=O)N2CCN(S(=O)(=O)/C=C/c3ccccc3)CC2)c2ccccc2c1=O	1628	1546
Cc1ccc(/C=C(\C#N)C(=O)NC(C)C)o1	1519	1805
COc1ccc(Nc2nc(Cl)c(C=O)s2)cc1	1683	1681
Cc1ccc2c(c1)C=CC(C#N)N2C(=O)c1ccccc1 (stereo not drawn)	1619	1858
N#C/C(=C\c1ccc(Sc2ccc(Cl)cc2)o1)c1nc2ccccc2[nH]1	1633	1816
CCNc1ccc(C(=O)OCC(=O)N(Cc2ccccc2)C(C)(C)C)cc1[N+](=O)[O-]	1698	1951
CC(C)(C)OC(=O)CC[C@@H](C(=O)N1CCN(C(=O)OC(C)(C)C)CC1)n1cc(C(CO)NC(=O)OC(C)(C)C)nn1 (stereo partly drawn)	1627	1740
CCOC(=O)c1c(NC(=O)CSc2nc3cc(Cl)ccc3c(=O)n2Cc2ccco2)sc(C(=O)N(C)C)c1C	1713	1668
O=c1[nH][nH]c(=O)n1-c1ccccc1	1588	1746
Cc1cccc(-c2ncc(CN3CCCC(CO)(Cc4cccc(Cl)c4)C3)cn2)c1 (stereo not drawn)	1448	1755
COC(=O)C1=CN(Cc2cccs2)C=C(C(=O)OC)C1c1cccc(O)c1	1555	1279
COc1ccc(Br)c(C(=O)NCCC(C)C)c1	1543	1865
Cc1cc(C2=NNC(=Nc3ccc(S(=O)(=O)N4CCOCC4)cc3)SC2)c(C)n1CC1CCCO1 (stereo not drawn)	1650	1862
CSc1nc(C)c(CCO)c(=O)[nH]1	1600	1874
Cc1c(C(C)C)c(=O)n(-c2ccc(S(=O)(=O)NC3CC3)cc2)n1C	1712	1745
CCOC(=O)c1cnc2c(c(C)nn2CC)c1Cl	1370	1885
Cc1cc(CSc2nc(C)cc(=O)[nH]2)c2ncccc2c1	1566	1956
COC(=O)c1ccccc1NC(=O)Cn1nc2n(C)c3ccccc3n2c(=O)c1=O	1473	1999
COc1ccc2nc(NC(=O)CSc3nnc(N)s3)sc2c1	1647	2016
N#C/C(=C(/O)CCCl)c1ccccn1	1392	1757
S=c1[nH]c2ccc3ccccc3c2[nH]1	1676	1968
Cc1cc(C(=O)CSc2nncs2)c(C)n1Cc1ccco1	1425	1708
O=C1OCCN1C(=O)[C@H]1[C@H](c2ccc(F)cc2)C(c2ccc(F)cc2)=NN1c1ccccc1	1687	1919
N#C/C(=C\c1c(N2CCCCC2)nc2ccccn2c1=O)C(=O)NCc1ccco1	1584	1653
O=c1[nH]nc(CNc2ccc(C(F)(F)F)cc2)c2ccccc12	1668	2066
COc1ccc(CN(C)CC(=O)Nc2cc(OC)c([N+](=O)[O-])cc2C)c(OC)c1	1497	1686
O=C(O)CN1C(=O)CCS(=O)c2ccccc21 (stereo not drawn)	1484	1746
CCn1c(=O)c(=O)[nH]c2cc(C(=O)NCC3CCCCC3)ccc21	1792	2012
CCC(CC)N1CCN(CCc2ccccc2)C(CCO)C1 (stereo not drawn)	1618	1831
CCN1CCCc2cc(CN(CCN3CCOCC3)C(=S)Nc3ccccc3OC)ccc21	1519	1603
O=C(CSc1ccc(-c2cccs2)nn1)N1CCCCCC1	1683	1817
CCC(=O)NC(c1ccc(N(C)C)cc1)c1c(O)ccc2ccccc12 (stereo not drawn)	1464	1562
CCc1ccc(NC(=O)CSc2n[nH]c(C)c2[N+](=O)[O-])cc1	1580	1760
Cc1ccc(C)c(OCC(O)CN2CCN(CCN3C(=O)c4cccc5cccc(c45)C3=O)CC2)c1 (stereo not drawn)	1466	1930
COc1ccc(N2CCN(C(CNC(=O)c3ccc4c(c3)OCO4)c3ccco3)CC2)cc1 (stereo not drawn)	1522	1816
CS(=O)(=O)N1CCN(C(=O)Nc2ccccc2)CC1	1610	1812
Cc1cc([N+](=O)[O-])cc2c1NCC1CC=CC21 (stereo not drawn)	1550	1856
CCn1c(SCC(O)c2ccccc2)nnc1-c1ccccc1 (stereo not drawn)	1490	1847
CCn1ncc(C2=NOC(C(=O)Nc3ccc4c(c3)OCO4)C2)c1C (stereo not drawn)	1532	1506
COc1cc(NC(=O)Cc2c(C(=O)O)n(C)c3ccccc23)cc(OC)c1OC	1680	1972
Cc1nnsc1C(=O)Nc1ccccc1	1665	1543
COc1ccc(-n2cc(CN3CCCC3)c(-c3cccc(F)c3)n2)cc1	1834	1831
COc1cc(C(=O)NNC(=O)c2ccc(S(=O)(=O)N3CCCCC3)cc2)cc(OC)c1OC	1483	1854
Cc1nc2cc(S(=O)(=O)C(F)(F)F)ccc2s1	1675	1853
COCCCNC(=O)Cn1nnc(-c2ccc(NC(=O)c3ccc(F)cc3)cc2)n1	1743	1868
O=C(NCc1cccnc1)c1noc2c1CCCC2	1452	1486

Full records from above. Values in the order: SRC3 TRFRET art	SRC1 TRFRET art
Shown for COc1ccc(CN(C)CC(=O)Nc2cc(OC)c([N+](=O)[O-])cc2C)c(OC)c1 : 1497	1686
Shown for Cc1ccc(C2CCN(C(=S)Nc3cccc(C)c3)C2)cc1 (stereo not drawn) : 1413	1476

Continuation:
SMILES	SRC3 TRFRET art	SRC1 TRFRET art
Cc1cc(N2CCOCC2)nc(N)n1	1623	1606
CC1=C(C(=O)OCc2ccc3c(c2)OCO3)C(c2ccc(O)c([N+](=O)[O-])c2)NC(=O)N1 (stereo not drawn)	1528	1755
CCC(C)(C)NC(=O)c1cc([N+](=O)[O-])ccc1N1CCOCC1	1662	1997
COC(=O)c1ccccc1OCCOCCOc1cccc2cccnc12	1767	1873
Cc1ccc(NC(=O)COc2ccccc2C=O)cc1Cl	1547	1773
CCCc1nc(SCC(N)=O)[nH]c(=O)c1CC	1584	1949
Cc1ccc(Nc2nnc(SCC(=O)NCCN3C(=O)CSC3=O)s2)cc1	1592	1822
CN(CC(O)CN1CCOCC1)S(=O)(=O)O (stereo not drawn)	1621	1707
CCc1sc(C(=O)Nc2ccc(F)cc2C)cc1C	1683	2042
COc1ccc(NC(=O)CN(c2ccc([N+](=O)[O-])cc2)S(=O)(=O)c2ccccc2)c(OC)c1	1439	1732
CCOC(=O)N1CCN(Cc2cn[nH]c2-c2ccc(-c3ccccc3)cc2)CC1	1697	1556
CCOC(=O)C1=C(O)C(=O)N(CCCn2ccnc2)C1c1ccc(OC)cc1 (stereo not drawn)	1625	2083
Nc1nc(-c2ccccc2)nn1S(=O)(=O)c1ccccc1	1559	1951
C=CCN=c1scc(-c2ccc(F)cc2)n1/N=C/c1ccccn1	1501	1831
Cc1cc(C(=O)c2ccc(Cl)cc2)c(NC(=O)CCl)s1	1548	1573
Cc1cccc(CSC2=NN3CCCC(=O)N=C3S2)c1	1632	1736
CN(C)CCCCOc1ccccc1F	1861	1963
Cc1ccc(/C=N/N2C(=O)c3ccccc3NC2c2ccc(C)cc2)cc1 (stereo not drawn)	1536	1834
CCCn1c2ccccc2c2nnc(SCc3[nH]c(=O)[nH]c3C(=O)CCCCC(=O)OCC)nc21	1731	2035
COc1ccc(NC(=O)COC(=O)C23CC4CC(CC(Cl)(C4)C2)C3)c(OC)c1	1707	1766

Reformatted as labelled records: 4 of the compounds above
COC(=O)c1ccccc1OCCOCCOc1cccc2cccnc12
  SRC3 TRFRET art: 1767
  SRC1 TRFRET art: 1873

Cc1ccc(Nc2nnc(SCC(=O)NCCN3C(=O)CSC3=O)s2)cc1
  SRC3 TRFRET art: 1592
  SRC1 TRFRET art: 1822

Cc1ccc(/C=N/N2C(=O)c3ccccc3NC2c2ccc(C)cc2)cc1 (stereo not drawn)
  SRC3 TRFRET art: 1536
  SRC1 TRFRET art: 1834

COc1ccc(NC(=O)CN(c2ccc([N+](=O)[O-])cc2)S(=O)(=O)c2ccccc2)c(OC)c1
  SRC3 TRFRET art: 1439
  SRC1 TRFRET art: 1732

Remaining list, next part
SMILES	SRC3 TRFRET art	SRC1 TRFRET art
Cc1ccc(C)c(NC(=O)C2CCCN2C(=O)NC2CCCCC2)c1 (stereo not drawn)	1461	1705
CCOC(=O)Cc1csc(NC(=S)NC(=O)c2ccccc2)n1	1377	1826
CC(=O)Nc1ccc(NC(=O)C(C)c2cccc(C(=O)c3ccccc3)c2)cc1 (stereo not drawn)	1652	1875
CCc1nnc(NC(=O)C2CC(=O)N(Cc3ccccc3)C2)s1 (stereo not drawn)	1604	1772
Cc1nn(C(=O)c2nn(C)cc2Cl)c(C)c1Br	1753	1994
COc1cc(-c2nc(=S)[nH][nH]2)cc(OC)c1OC	1634	1668
COc1cccc(CN2CCC(C(=O)N3CCC(C)CC3)CC2)c1	1547	1448
OCC(CO)(CO)NCc1ccc(-c2ccccc2)cc1	1572	2090
Cc1oc(-c2cccs2)nc1CN1CCN(Cc2ccc(F)c(F)c2)C(CCO)C1 (stereo not drawn)	1626	1758
Cc1ccc(S(=O)(=O)N(C)Cc2ccc(C(=O)N/N=C3\CCCC(=O)C3)cc2)cc1	1386	1510
FC(F)(F)c1ccc2c(c1)n(Cc1ccccc1)c1[n+]2CCCCC1	1676	2082
CCOC(=O)C1CCN(Cc2cc(C(C)(C)C)c(O)c(C(C)(C)C)c2)CC1	1728	1581
Cc1nc([N+](=O)[O-])c(C(=O)OCc2ccccc2F)n1C	1377	1746
Cc1nc([N+](=O)[O-])nn1C12CC3CC(CC(Cl)(C3)C1)C2	1479	1538
CC(=O)c1cc(-c2ccccc2)n(CCC(=O)NC2CCCCCC2)c1C	1610	1688
O=S(=O)(NC1CCCCC1N1CCOCC1)c1ccc(Cl)cc1 (stereo not drawn)	1417	1584
Cc1cc(C)n(CC(O)CN(c2ccccc2)S(=O)(=O)c2ccc3ccccc3c2)n1 (stereo not drawn)	1669	1721
COc1cccc(N(CC(=O)N/N=C(\C)c2cccs2)S(C)(=O)=O)c1	1788	1843
O=S(=O)(c1ccc2ccccc2c1)N1CCN(C(=S)Nc2ccc(F)cc2)CC1	1584	1571
Cc1ccc(C)n1-c1ccc(-c2ccnc(N)n2)cc1	1681	1859

Looked up by compound from above, six records:
SMILES	SRC3 TRFRET art	SRC1 TRFRET art
Cc1ccc(C)n1-c1ccc(-c2ccnc(N)n2)cc1	1681	1859
CCOC(=O)C1CCN(Cc2cc(C(C)(C)C)c(O)c(C(C)(C)C)c2)CC1	1728	1581
Cc1ccc(C)c(NC(=O)C2CCCN2C(=O)NC2CCCCC2)c1 (stereo not drawn)	1461	1705
CCc1nnc(NC(=O)C2CC(=O)N(Cc3ccccc3)C2)s1 (stereo not drawn)	1604	1772
FC(F)(F)c1ccc2c(c1)n(Cc1ccccc1)c1[n+]2CCCCC1	1676	2082
Cc1cc(C)n(CC(O)CN(c2ccccc2)S(=O)(=O)c2ccc3ccccc3c2)n1 (stereo not drawn)	1669	1721

Next entries
SMILES	SRC3 TRFRET art	SRC1 TRFRET art
C=CCON/C(CCC)=C1\C(=O)C(C(=O)OC)C(C)(C)CC1=NC (stereo not drawn)	1529	1914
O=S1(=O)N=C2CCCCCN2C(c2ccc(Br)cc2)N1 (stereo not drawn)	1587	1729
Cc1cc(NC2CCCCC2)nc2ccccc12	1618	1970
CCOC(=O)c1c(NC(=S)Nc2ccccc2)sc2c1CC(C)(C)SC2	1696	1953
CC(=O)Oc1ccc2c(=O)c(Oc3ccccc3[N+](=O)[O-])coc2c1	1604	1799
Cc1ccc(S(=O)(=O)N(C)CCCC(=O)Nc2ccc(C)cc2C)cc1	1460	1436
Cc1ccc(-n2c3c(c(O)c(-c4ccccc4)c2=O)C(=O)CC(C)(C)C3)cc1	1392	1437
CCOC(=O)N1CCN(CC(=O)Nc2cc3c(cc2C(C)=O)OCO3)CC1	1515	1937
CCNC(=S)N=Nc1c(O)[nH]c2ccc([N+](=O)[O-])cc12	1665	2171
Cc1ccc(/C=N/NC(=O)c2nn(C)cc2Cl)cc1	1599	1827
CCCCCC(=O)Nc1ccc(C(=O)N/N=C/c2ccc([N+](=O)[O-])cc2)cc1	1628	1839
Cn1ncc(Br)c1C(=O)NC1C2CC3CC(C2)CC1C3 (stereo not drawn)	1216	1615
O=C(NC1CC1)c1ccc2c3c(cccc13)CC2	1497	1728
CCCC(C)NC(=O)CSc1nc(-c2ccccc2)cn1N (stereo not drawn)	1684	1844
CCn1nc(C(=O)OCC(=O)Nc2nc(-c3ccc(OC)cc3)cs2)c2ccccc2c1=O	1698	2032
COc1ccccc1CCNC(=O)CSc1nnc2ccc(-c3ccncc3)nn12	1587	1942
COc1ccc(-c2csc(NC(=O)c3ccc(S(C)(=O)=O)cc3)n2)cc1	1759	1914
COc1cc2nc3occc3c(OC)c2cc1OC	1426	1574
O=C(CSc1ncn[nH]1)c1cccc([N+](=O)[O-])c1	1542	1740
Cc1cccc(NC(=O)Cn2nnc(C(=O)NCc3ccco3)c2N)c1	1457	1907
Cc1noc(C)c1S(=O)(=O)N1CCC(C(=O)NCCCN2CC(C)CC(C)C2)CC1 (stereo not drawn)	1498	1642

Screens deposited in PubChem BioAssay by The Scripps Research Institute Molecular Screening Center.

Only part of the results is shown, so the mix of outcomes need not match the whole.
